# HP1b binding inh: HP1-beta chromodomain-methylated histone interaction inhibition; P83916; AlphaScreen HP1-beta / biotin-H3K9me3 peptide binding; Potency, µM (highest dose often 114 µM), inactives show at the highest dose activity change, negative = inhibition, hits mostly inhibitors; 0.56% of 390,000 active; also: nearly all actives have a fitted effect of over 70% in size; inactives centre near 23
# Target sequence (P83916 whole entry, looked up): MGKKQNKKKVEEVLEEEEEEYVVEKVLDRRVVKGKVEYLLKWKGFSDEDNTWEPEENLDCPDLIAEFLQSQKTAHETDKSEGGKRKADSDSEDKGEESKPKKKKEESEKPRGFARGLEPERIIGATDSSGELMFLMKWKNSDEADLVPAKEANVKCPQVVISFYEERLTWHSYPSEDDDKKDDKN
#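 Compound inhibition of the preformed complex between 50 nM HP1-beta and 50 nM biotinylated H3K9me3 peptide was read by AlphaScreen. Buffer was PBS pH 7.4 with 0.01% Tween-20. Incubations ran 30 min at room temperature, with 10 ug/mL donor/acceptor beads.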
# Pin1 inhibitor: inhibitors of human Pin1. Q13526. Pin1 FP peptide displacement, HiFluor488, 10 min. Potency, µM (doses to about 115 µM), for inactives: top-dose activity, negative = inhibition, most hits filed as inhibitors. 0.009% of 390,000 active; active = well fitted inhibition curve with a large enough effect in the polarisation, with a control signal flat, not every such curve was filed as active; inconclusive = small, poorly fitted or top-dose-only effect, or effect the other way, or a change in a side signal; inactive = no such curve, though single readings can be large or run the other way; the % refers to the polarisation; also: % is scaled to controls: 0 for no effect and ±100 for the full control effect
# PGK inhibitor: blocks T. brucei phosphoglycerate kinase; P07378; PGK/GAPDH coupled, Kinase-Glo luminescence, 60 min; 0.043% of 380,000 active; Potency, µM (highest dose often 57.5 µM), for inactives: at the top dose activity change, negative = inhibition, usual class: inhibitors; also: % is scaled to controls: 0 for no effect and ±100 for the full control effect; nearly all actives have a fitted effect of over 60% in size
#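 Recombinant glycosomal PGK reaction used 1,3-bisphosphoglycerate generated in-well by GAPDH (100nM final) in 100mM TEA pH 7.6, 5mM MgCl2, 0.01% Tween-20. After 60 minutes at room temperature, ATP was read by Kinase-Glo Plus luminescence end-point.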
# JMJD2A Tudor: inhibitors of human JMJD2A Tudor domain | 4.4% of 390,000 active | AID 504339 | O75164 | AlphaScreen JMJD2A-Tudor / H3K4me3 peptide binding | Potency, µM (highest dose often 114 µM), for inactives: at the highest dose activity change, negative = inhibition, actives largely listed as inhibitors; also: % is scaled to controls: 0 for no effect and ±100 for the full control effect; nearly all actives have a fitted effect of over 50% in size
# ERG-DNA inh: blocks human ERG Ets domain binding to DNA. P11308. 0.028% of 370,000 active. Potency, µM (series often up to 76.9 µM), without a hit: at the highest dose FP activity, negative = inhibition, hits mostly inhibitors. fluorescence polarization, His-ERG Ets domain / labelled DNA; active = well fitted inhibition curve with a large enough effect in the polarisation, with a control signal flat; inconclusive = small, poorly fitted or top-dose-only effect, or effect the other way, or a change in a side signal; inactive = no such curve, though single readings can be large or run the other way; the % refers to the polarisation;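 also: polarization taken with two DNA probes labelled with fluorescein and Texas red; % of control where 0% means no effect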
#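 His-tagged ERG Ets domain (1 uM in the protein solution; 300mM KCl, 50mM Tris-HCl, 1mM EDTA, 1mM DTT, pH 7.5) received compound, then a probe mix of 5 nM fluorescein-DNA and 100nM Texas-615-DNA. Fluorescence polarization was read for both dyes.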
# GLS inh: blocks human kidney-isoform glutaminase activity; O94925; GLS enzymatic activity, qHTS titration; Potency, µM (highest dose often 45.5 µM), without a hit: at the top dose activity change, negative = inhibition, most hits filed as inhibitors; 0.21% of 410,000 active; AID 624170; also: % is scaled to controls: 0 for no effect and ±100 for the full control effect
# Target sequence (O94925 whole entry, looked up, canonical isoform): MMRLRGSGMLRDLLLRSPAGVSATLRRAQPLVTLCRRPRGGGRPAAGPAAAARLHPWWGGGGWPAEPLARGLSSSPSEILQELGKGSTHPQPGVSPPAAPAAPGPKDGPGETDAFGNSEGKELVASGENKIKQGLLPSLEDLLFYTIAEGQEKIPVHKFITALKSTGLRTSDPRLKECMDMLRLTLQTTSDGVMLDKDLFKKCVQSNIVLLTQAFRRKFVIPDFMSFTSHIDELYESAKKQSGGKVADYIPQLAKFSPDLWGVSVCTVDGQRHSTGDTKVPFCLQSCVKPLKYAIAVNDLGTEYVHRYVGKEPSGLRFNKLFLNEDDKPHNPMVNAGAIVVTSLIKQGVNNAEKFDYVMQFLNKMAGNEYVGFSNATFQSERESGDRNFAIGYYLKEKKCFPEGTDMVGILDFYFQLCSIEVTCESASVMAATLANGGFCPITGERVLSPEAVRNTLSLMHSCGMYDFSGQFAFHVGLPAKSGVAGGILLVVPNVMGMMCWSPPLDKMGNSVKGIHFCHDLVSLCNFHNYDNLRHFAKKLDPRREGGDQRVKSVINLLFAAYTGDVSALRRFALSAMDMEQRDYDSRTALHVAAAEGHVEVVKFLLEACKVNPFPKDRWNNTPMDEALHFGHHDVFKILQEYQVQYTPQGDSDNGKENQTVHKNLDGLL
#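 Glutamate formation by hKGA was monitored fluorometrically using coupled glutamate oxidase, HRP and Amplex Red. Substrate was added as 1 mM L-glutamine solution; incubation was 30 min at RT after an initial read.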
# RGS4 inh: blocks human RGS4-accelerated GTP hydrolysis | P49798 | Transcreener GDP fluorescence polarization, RGS4-accelerated GTP hydrolysis | Potency, µM (titrated, usually from 114 µM), for the others: top-dose activity change, negative = inhibition, most hits filed as inhibitors | 0.039% of 390,000 active | AID 504845; also: % is scaled to controls: 0 for no effect and ±100 for the full control effect; nearly all actives have a fitted effect of over 75% in size; some results filed as inactive show a strong effect at the top dose
# Target sequence (P49798 whole entry, looked up): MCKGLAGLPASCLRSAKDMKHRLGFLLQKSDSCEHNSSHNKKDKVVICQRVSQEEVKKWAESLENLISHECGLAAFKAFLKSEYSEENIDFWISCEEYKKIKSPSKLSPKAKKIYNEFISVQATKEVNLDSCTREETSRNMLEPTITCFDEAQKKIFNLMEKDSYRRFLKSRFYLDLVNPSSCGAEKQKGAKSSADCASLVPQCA
#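 MLSMR compounds (23 nl, pin-transferred) preincubated 10 min at room temperature with a 500nM (2x) first reagent, then RGS4 at 900nM (2x) plus Transcreener GDP mix added; fluorescence polarization (620/688 nm) read before and after 90 min at 30 °C.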
# rTrxR1 inhibitor: blocks rat thioredoxin reductase 1. 1% of 390,000 active. O89049. recombinant rTrxR1, NADPH fluorescence consumption, selenite substrate. Potency, µM (series often up to 114 µM), without a hit: at the highest dose activity change, negative = inhibition, usual class: inhibitors; also: % is scaled to controls: 0 for no effect and ±100 for the full control effect; nearly all actives have a fitted effect of over 65% in size
#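 Rat TrxR1 (90 nM in the dispensed reagent) was pre-reduced with 400 uM NADPH for 5 min at room temperature, then incubated with compound for 15 min. After 400 uM selenite was added, NADPH fluorescence (Ex 340/Em 450 nm) was followed for 8 min.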
# 12-LOX inh: ALOX12 (human) lipoxygenase inhibition; P18054; purified 12hLO, xylenol orange hydroperoxide absorbance; Potency, µM (doses to about 108 µM), without a hit: at the highest dose activity change, negative = inhibition, most hits filed as inhibitors; 1.1% of 580,000 active; AID 1671190; also: % is scaled to controls: 0 for no effect and ±100 for the full control effect
#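 Purified human 12hLO (150 nM final) in 25 mM Hepes, 0.01% Triton X-100, pH 7.0 was preincubated 15 min at room temperature with compound. Then 40 uM arachidonic acid was added, 30 min. Hydroperoxide was read by Fe-XO absorbance ratio 573/405 nm.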
# An asterisk follows results filed as active; i = inactive; ? = inconclusive; nt = no result given; & = joins results of further samples; [ ] = another dose, or the depositor's remark. Unless noted, calls follow the shape of the dose curve; as a rule, active = well fitted curve in the direction sought with a large enough effect; inconclusive = small, poorly fitted or top-dose-only effect, or another doubt; inactive = no such curve, though single readings can be large; an effect the other way counts as inactive or inconclusive. Potency is read from the fitted curve at half-maximal effect.
SMILES,HP1b binding inh,Pin1 inhibitor,PGK inhibitor,JMJD2A Tudor,ERG-DNA inh,GLS inh,RGS4 inh,rTrxR1 inhibitor,12-LOX inh
O=C(CN1C(=O)NC2NC(=O)NC21)NC1CCCCC1 (stereo not given),-4%,5%,-7%,-1%[11.4 µM],-14%,-7%,-21%[11.4 µM],11%,-8%
C[C@H](CO)N1C[C@H](C)[C@@H](CN(C)Cc2ccc(-c3ccccc3)cc2)Oc2c(NS(=O)(=O)c3cccs3)cccc2C1=O,20%,9%,0%,-27%,-7%,0%,-12%,10%,-51%
O=C(Nc1ccc(Cl)cc1)C1CCC(=O)N1Cc1ccccc1Cl (stereo not given),20%,-1%,6%,-10%,2%,11%,26%,7%[57.1 µM],0%
CCOc1ccccc1CNn1cnnc1,40%[activator],15%,1%,12%,12%,-5%,12%,20%,-2%
Cc1ccccc1-n1c(SC2CCOC2=O)nnc1-c1ccncc1 (stereo not given),54%[activator],-11%,i,-15%,3%,-3%,3%,2%,-5%
CCOC(=O)[C@@H]1[C@H]2COc3cc(OC)ccc3[C@@H]2N2C(=O)N(c3ccc(Br)cc3)C(=O)[C@]12C,44%[activator],16%,-1%,-12%,0%,-16%,-6%,33%[57.1 µM],-3%
CCC(CC)NC(=O)/C=C/c1ccccc1Cl,?,8%,-7%,?,3%,17%,?,15%,?
Cc1ccccc1-n1ccnc1SCC(=O)NCc1ccco1,1%,-6%,-6%,-27%,3%,5%,-12%,9%[57.1 µM],-17%
Cc1cc(Br)c(Cl)cc1NC(=O)CN1C(=O)C2C3CC(c4ccccc4)C(C3)C2C1=O (stereo not given),12%,8%,-4%,-28%,-5%,2%,7%,8%,-20%
O=C(NCCCCCCCCNC(=O)c1cccc2ccccc12)c1cccc2ccccc12,35%,-13%,-11%,-6%,2%,2%,8%,0%[11.4 µM],5%
CCOc1ccc2nc(N3CCCC(C(=O)Nc4ccc(OC)cc4)C3)sc2c1 (stereo not given),44%,?,1%,8%,-2%,-5%,-9%,10%,12%
CCn1c(COc2cccc3cccnc23)nnc1SCC(=O)O,49%[activator],5%,-3%,-24%,-6%,0%,-12%,7%,?
O=C(C1CC1)N1CCc2cc(S(=O)(=O)NCCCN3CCCCC3)ccc21,22%,-5%,11%,-6%,9%,-6%,1%,14%,7%
CCOC(=O)CC1NCCc2c1[nH]c1ccc(OC)cc21 (stereo not given),14%,-4%,4%,-15%,12%,-4%,-1%,-5%[57.1 µM],nt
O=C(CCN1C(=O)/C(=C/c2cccs2)SC1=S)NC1=NCCS1,10%,-5%,-5%,-20%,5%,-1%,-21%,-26%,-19%
CCN(C(=O)c1ccc(Br)o1)C1CCS(=O)(=O)C1 (stereo not given),29%,2%,-8%,-11%,-7%,-6%,-5%,-4%,-5%
Cn1cc(Br)c(C(=O)NNC(=O)c2ccc(Cl)cc2)n1,26%,-6%,-8%,-3%,-13%,3%,11%,10%,-11%
COc1ccc2[nH]c(N=Nc3ccccc3C)c(O)c2c1,-12%,-3%,-9%,45µM*,-10%,1%,-34%,12%,?
CSc1ccc(/C=N/Nc2ccc(Cl)c(C(=O)O)c2)cc1,1%,-14%,-2%,-36%,-3%,-19%,-29%,8%[57.1 µM],?
COc1ccc(Cn2nnnc2C(c2ccc3ncccc3c2)N2CCN(C3CCCCC3)CC2)cc1 (stereo not given),42%[activator],-4%,5%,-11%,3%,4%,-16%,1%,-13%
Cc1cccc(N2CCN(S(=O)(=O)c3ccc(S(=O)(=O)N4CCCC4)cc3)CC2)c1C,31%[activator],-8%,-3%,-1%,-15%,-2%,3%,5%[57.1 µM],0%
COc1ccccc1C(=O)Nc1ccccc1N1CCN(C(=O)c2ccc(Cl)cc2)CC1,14%,12%,-6%,-12%,2%,8%,40%,31%,-7%
c1ccc2c3n(nc2c1)CCCCO3,26%,6%,5%,-13%,-3%,3%,4%,2%,0%
O=C1CSC(c2ccccc2[N+](=O)[O-])N1c1ccc(O)cc1 (stereo not given),10%,1%,-3%,-1%,-7%,20%,-30%,1%[57.1 µM],-14%
CC1CCN(C(=O)c2cc3c(=O)n4ccccc4nc3s2)CC1,8%,3%,6%,-11%,-5%,3%,18%,-4%,-12%
C/C(N)=C(/C#N)C(=O)CSc1nc2ccccc2c(=O)n1-c1ccc(C)c(Cl)c1,38%,9%,6%,2%,-2%,-2%,-1%,-4%[57.1 µM],-1%
O=[N+]([O-])c1cc(Cl)c(Cl)c(Cl)c1Cl,-4%,5%,6%,-32%,7%,-1%,10%,-14%,9%
Cc1cccc(NNC(=O)C2CCC2)c1,60%[activator],-5%,-11%,3%,-4%,17%,-13%,18%,44%
Cc1ccc(NC(=O)N2CCCC2)cc1Cl,46%[activator],4%,-1%,3%,11%,2%,13%[11.4 µM],22%,-9%
Cc1ccc(S(=O)(=O)N(C)C)cc1NC(=O)COC(=O)C1(c2ccccc2)CC1,14%,0%,-2%,-18%,-2%,5%,6%,-2%,22%
COc1cc2c(C#N)c(N3CCCCC3)nc(N)c2c(N)n1,45%,22%,-8%,-10%,0%,7%,-5%,36%[activator][57.1 µM],18%
COc1ccc(/C=C2/SC(=O)N(CCC(=O)Nc3ccccc3C(=O)O)C2=S)cc1,-7%,4%,-10%,-33%,6%,-5%,-16%,-20%,-20%
Cc1cc(C)cc(NC(=O)CCCn2c3ccccc3c(=O)c3ccccc32)c1,125%[activator],5%,-5%,60%[activator],1%,-6%,-9%,6%,-21%
Cc1cc(C)n(C/C=C/Cn2nc(C)cc2C)n1,30%,-6%,0%,-6%,1%,0%,10%,14%,-15%
CCOC(=O)c1nc(Nc2ccc(C(=O)OC(C)C)cc2)c2ccccc2n1,24%,4%,nt,1%,0%,-1%,-8%,-2%,41%&-14%
CNc1nc(N2CCc3ccccc32)ncc1F,5%,4%,-8%,-7%,nt,-14%,-15%,9%,-20%
COc1ccc(-c2ccc(C#N)c(SCC(=O)NCc3ccco3)n2)cc1OC,39%[activator],29%,-7%,-3%,2%,?,-5%,41%,?
O=C(c1cnn2c(C(F)F)cc(-c3ccccc3)nc12)N1CCCCC1c1cccnc1 (stereo not given),29%,-1%,5%,8%,-2%,0%,0%,8%,4%
O=C(Nc1ccc(Cl)c(Cl)c1)Nc1cc(S(=O)(=O)N2CCOCC2)ccc1N1CCCC1,?,7%,-3%,-27%,1%,11%,-16%,-6%,-6%
C/C(=C\C(=O)c1ccc(Cl)cc1)Nc1ccc(Br)cc1,94%[activator],0%,-6%,1%,8%,15%,-21%,-7%,?
CC(=O)c1nc(N2C(=O)CC(Cc3ccccc3)C2=O)sc1C (stereo not given),33%,-6%,i,-4%,-6%,-6%,-16%,-2%,?
COc1ccccc1-c1nc(SCC(=O)O)n[nH]1,50%[activator],-6%,0%,-17%,1%,-4%,-10%,-2%,-12%
O=C(O)/C=C/c1cn(Cc2ccccc2)nc1-c1ccc(Cl)cc1,34%,6%,i,-1%,-18%,-13%,-18%,9%[57.1 µM],-1%
O=C1N[C@H](Cc2ccccc2)COC(=O)[C@H](Cc2ccc(F)cc2)C/C=C\C[C@H]1CC(=O)N(CCO)Cc1ccccc1,13%,-7%,0%,-27%,-6%,13%,26%,11%,-33%
O=C(Cn1c(-c2ccccc2)noc1=O)N1CCC(Cc2ccccc2)CC1,24%,-10%,4%,-23%,8%,0%,1%,2%,2%
CC12CN3CCN(CC(C3)/C1=N\NC(=O)c1ccccc1N)C2,33%,2%,3%,-7%,-2%[15.4 µM],1%,-14%,21%[11.4 µM],i
COc1ccc(CCN(C)Cc2c(O)ccc3ccccc23)cc1OC,-17%,1%,i,50µM*,-7%,25%,-33%[56.9 µM],?,?
CCCCN(CCCNC(=O)c1cc(Nc2ccccc2OC)nc2ccccc12)c1ccccc1,34%,7%,2%,-16%,7%,1%,6%,-22%,-14%
COc1cccc(OCC(O)CN2CC(C)CC(C)C2)c1 (stereo not given),37%,-3%,i,-16%,4%,4%,-35%,38%,-3%
COC(=O)C(C)C1Sc2ccccc2NC1=O (stereo not given),41%,6%,-2%,1%,3%,-10%,0%,14%[57.1 µM],0%
CC(=O)Nc1ccc(O)cc1[N+](=O)[O-],20%[57 µM],?,-1%,-14%,5%,0%,-11%,-2%,0%
CCC1S/C(=C(\C#N)C(=O)NCc2ccco2)N(c2ccc(Br)cc2)C1=O (stereo not given),3%,?,-7%,-15%,-10%,-6%,-52%,-9%,?
COc1ccc(NC(=O)CN(C)C(=O)c2cc(-c3ccc(C)o3)nc3ccccc23)cc1,-10%,0%,i,89µM*,17%,0%,-47%,0%,?
Cc1cccc(C(=O)OCC(=O)Nc2nccs2)c1,33%,-3%,-5%,-6%,3%,-2%,22%,25%,-23%
COc1ccc(N2CCN(C3CC(=O)N(Cc4ccc(N5CCCC5=O)cc4)C3=O)CC2)cc1 (stereo not given),3%,-11%,-6%,-13%,-1%,67%[activator],?,-8%,-2%

# Bioassay records deposited in PubChem BioAssay by National Center for Advancing Translational Sciences (NCATS).

# An excerpt; rates above refer to the full screens.
